# RGS12 GoLoco inh: blocks human Gai1 binding to RGS12 GoLoco peptide, red readout | P63096 | Gai1:RGS12 GoLoco peptide FP, rhodamine, 10 min | Potency, µM (titrated, usually from 61.6 µM), for the others: at the top dose activity, negative = inhibition, actives largely listed as inhibitors | 230,000 compounds, 0.44% hits | AID 880; active means well fitted inhibition curve with a large enough effect, not every such curve was filed as active; inactive means no such curve, though single readings can be large or run the other way; further: nearly all actives have a fitted effect of over 30% in size; many of its hits are not listed in these tables
# RECQ1 inh: RECQ1 (human) helicase inhibition; P46063; RECQ1 DNA unwinding, red fluorescence kinetic read; Potency, µM (series often up to 57.3 µM), for the others: at the highest dose activity, negative = inhibition, usual class: inhibitors; 240,000 compounds, 0.54% hits;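 further: plate controls were vehicle for no effect and no enzyme for full effect; nearly all actives have a fitted effect of over 30% in size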
#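 RECQ1T1 50 nM; forked duplex (20 bp + 30-nt ss tails) 200 nM, ATP 2 mM final; pH 8.0, 2 mM MgCl2, 2.5 ug/ml poly(dI-dC); 15 min compound preincubation; discontinuous kinetic read over 2 h at RT.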
# TRb SRC2 PPI: disrupts binding of human TR beta to SRC2; P10828; TRbeta-SRC2 peptide binding, fluorescence polarization; receptor liganded with 1 µM T3; Potency, µM (highest dose often 106 µM), without a hit: top-dose activity change, negative = inhibition, actives largely listed as inhibitors; 280,000 compounds, 0.065% hits;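 further: plate controls were bound peptide for no effect and peptide without receptor for full effect; nearly all actives have a fitted effect of over 50% in size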
# Target sequence (P10828 whole entry, looked up): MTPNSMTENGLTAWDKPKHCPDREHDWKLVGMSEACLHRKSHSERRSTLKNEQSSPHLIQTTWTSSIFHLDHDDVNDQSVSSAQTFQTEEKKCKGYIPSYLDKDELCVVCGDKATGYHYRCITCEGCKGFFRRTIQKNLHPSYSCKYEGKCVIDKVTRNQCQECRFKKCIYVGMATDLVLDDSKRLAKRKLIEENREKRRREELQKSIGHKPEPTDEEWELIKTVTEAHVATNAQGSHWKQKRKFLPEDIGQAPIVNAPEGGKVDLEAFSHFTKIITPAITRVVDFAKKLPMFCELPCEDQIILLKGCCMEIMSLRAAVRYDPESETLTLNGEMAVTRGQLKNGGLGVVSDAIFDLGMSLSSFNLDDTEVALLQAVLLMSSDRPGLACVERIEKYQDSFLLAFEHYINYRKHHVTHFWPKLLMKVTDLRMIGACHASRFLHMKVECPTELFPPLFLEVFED
#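 Compounds were added to 0.6 uM TRb ligand-binding domain and 20 nM Texas Red-labeled SRC2 peptide in Tris buffer containing 1 uM T3, incubated 5 hr at ambient temperature, then read by fluorescence polarization.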
# L3MBTL1 block: L3MBTL1 (human) inhibition. Q9Y468. AlphaScreen L3MBTL1–H3K9me1 peptide binding. Potency, µM (series often up to 57.1 µM), inactives show at the top dose activity, negative = inhibition, most hits filed as inhibitors. 230,000 compounds, 0.66% hits. AID 485360; further: nearly all actives have a fitted effect of over 60% in size
#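 L3MBTL1 (50 nM) pre-complexed 30 min with biotinylated H3(1-15)K9me1 peptide (75 nM), then compounds added for 30 min at room temperature; AlphaScreen streptavidin donor/nickel chelate acceptor beads (10 ug/mL final) read after 30 min dark incubation.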
# Tau fibril FP: inhibitors of human tau fibril formation; K18 P301L tau heparin fibrillization, Alexa594 FP, 6 h; Potency, µM (doses to about 57.7 µM), for inactives: at the highest dose activity, negative = inhibition, hits mostly inhibitors; 280,000 compounds, 0.39% hits; AID 1468; further: nearly all actives have a fitted effect of over 55% in size
# Target sequence (P10636 561-689 P618L limits assumed): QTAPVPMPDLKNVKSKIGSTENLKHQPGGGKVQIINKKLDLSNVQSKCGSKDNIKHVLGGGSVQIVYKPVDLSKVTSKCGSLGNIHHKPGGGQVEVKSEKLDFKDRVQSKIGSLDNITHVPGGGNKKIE
#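 Human K18 P301L fragment (15 uM unlabeled plus 0.24 uM Alexa 594-labeled) in 100 mM sodium acetate pH 7 with compound, aggregation induced by 20 uM heparin for 6 hr at 37 C. ThT (30 uM) added for 1 hr, then Alexa 594 FP read.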
# Tau fibril ThT: inhibitors of human tau fibril formation, thioflavin T binding; recombinant tau K18 P301L, heparin-induced fibrillization, ThT fluorescence; 270,000 compounds, 2.1% hits; Potency, µM (titrated, usually from 57.4 µM), for inactives: at the highest dose activity, negative = inhibition, actives largely listed as inhibitors; further: nearly all actives have a fitted effect of over 55% in size
#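 Using a mix of unlabeled (15 uM) and Alexa 594-labeled (0.24 uM) tau K18 P301L, heparin-triggered fibrillization over 6 hr at 37 C was scored by ThT fluorescence.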
# KDM4E inh: JMJD2E (human) inhibition; B2RXH2; JMJD2E catalytic domain, FDH-coupled NADH fluorescence (FDH is formaldehyde dehydrogenase); Potency, µM (titrated, usually from 57.1 µM), for inactives: at the highest dose activity change, negative = inhibition, actives largely listed as inhibitors; 230,000 compounds, 1.6% hits; active means well fitted inhibition curve with a large enough effect, not every such curve was filed as active; inconclusive means small, poorly fitted or top-dose-only effect, or another doubt; inactive means no such curve, though single readings can be large or run the other way;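 further: 0% = wells with enzyme and -100% = buffer wells without enzyme; nearly all actives have a fitted effect of over 50% in size; many of its hits are not listed in these tables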
# Target sequence (B2RXH2 1-337 limits assumed): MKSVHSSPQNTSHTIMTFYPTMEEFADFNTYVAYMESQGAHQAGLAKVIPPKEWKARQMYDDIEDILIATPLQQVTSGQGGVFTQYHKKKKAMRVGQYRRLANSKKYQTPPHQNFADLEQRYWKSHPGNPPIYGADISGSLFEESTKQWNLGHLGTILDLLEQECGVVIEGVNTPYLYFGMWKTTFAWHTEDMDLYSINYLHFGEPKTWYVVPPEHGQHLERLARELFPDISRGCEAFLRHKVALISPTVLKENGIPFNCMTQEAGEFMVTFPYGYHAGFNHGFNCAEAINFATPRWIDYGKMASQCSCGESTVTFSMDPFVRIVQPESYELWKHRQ
# TR SRC2 fluor cs: Texas Red fluorescence interference in TRb-SRC2 counter-screen; TRb/SRC2 Texas Red total fluorescence interference; Potency, µM (highest dose often 106 µM), inactives show top-dose fluorescence change, negative = quenching; 280,000 compounds, 0.29% hits; AID 1479; active means well fitted curve in either direction with a large enough effect; inconclusive means small, poorly fitted or top-dose-only effect
#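 Human TRβ ligand-binding domain (0.6 uM) and Texas Red SRC2 peptide (20 nM) in Tris buffer with 1 uM T3 and 5% DMSO were incubated with pinned compound for 5 hr at ambient temperature. Total fluorescence was computed as S + 2P (555/632 nm).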
# Starred values were filed as active, the others as inactive; i = inactive; ? = inconclusive; · = not tested or not shown; & = joins results of further samples; [ ] = remark or other dose. Unless noted, the call rests on the fitted dose curve; in most records, active means well fitted curve in the direction sought with a large enough effect; inconclusive means small, poorly fitted or top-dose-only effect, or another doubt; inactive means no such curve, though single readings can be large; an effect the other way counts as inactive or inconclusive. Unless noted, on the % scale 0 is the no-effect control and ±100 the full control effect; potency means the concentration at half of the fitted maximal effect. Not all compounds are listed (hit frequency here may not be typical).
mol	RGS12 GoLoco inh	RECQ1 inh	TRb SRC2 PPI	L3MBTL1 block	Tau fibril FP	Tau fibril ThT	KDM4E inh	TR SRC2 fluor cs
Cc1cc(N2CCN(C(=O)c3ccco3)CC2)c2ccccc2n1	10%	-9%	-9%	-1%	6%	-8%	8%	3%
Cc1ccccc1C(=O)N1CCc2c([nH]c3ccccc23)C1C(F)(F)F (stereo unspecified)	-5%	-22%	-4%	-19%	2%	-18%	-8%	-2%
CCn1c(=N)n(CC(O)COc2ccccc2)c2ccccc21 (stereo unspecified)	·	·	-3%	·	-3%	-5%	·	-3%
CC(C)OCCCN1CN(S(=O)(=O)c2ccccc2)c2nc3ccccc3nc21	5%	-3%	-4%	-5%	-4%	-17%	?	1%
CC(=O)c1sc2nc(CSc3nnnn3-c3ccccc3)[nH]c(=O)c2c1C	111%[activator]	i	6%	?	16%	?	-17%	1%
Cc1cc(C)c(NC(=O)CSc2nnc(-c3ccncc3)n2Cc2ccco2)c(C)c1	5%	-7%	6%	-2%	-2%	-4%	5%	0%
CC1CCCCN1c1nc(-c2ccc(C(C)(C)C)cc2)nc2ccccc12 (stereo unspecified)	·	·	6%	·	-8%	-11%	·	5%
Cc1ccc2c(c1)cc1c(=O)n(CC(=O)N3CCCCC3)nc(C)n12	·	·	6%	·	-8%	-1%	·	-25%
COc1ccc(C2c3c(oc4cc(C)cc(C)c4c3=O)C(=O)N2Cc2ccco2)cc1OC (stereo unspecified)	·	·	4%	·	-3%	9%	·	1%
CC1=CCC(COC(=O)Nc2ccccc2)CC1 (stereo unspecified)	8%	3%	-5%	19%	2%	-14%	-6%	-2%
C/C(=N/NC(=O)c1ccc(Br)o1)c1ccncc1	14%	-8%	-1%	8%	5%	?	68%[activator]	-4%
O=C(O)C(Cc1ccccc1)n1c(=S)[nH]c2ccccc2c1=O (stereo unspecified)	13%	15%	-3%	4%	-3%	2%	1%	-1%
CC(=O)Nc1ccc(S(=O)(=O)NNC(=O)c2cccc(Cl)c2)cc1	4%	-2%	10%	3%	1%	4%	?	-1%
S=C(NC1CCCCC1)N1CCOCC1	5%	i	2%	8%	5%	11%	6%	-2%
COC(=O)CCC(NC(=O)c1cc(-c2ccc3c(c2)OCCO3)oc1C)C(=O)OC (stereo unspecified)	1%	i	2%	2%	13%	-18%	-1%	-2%
Cn1c2ccccc2n2c(=O)c(=O)n(CC(=O)c3ccc(Cl)cc3)nc12	6%	-3%	2%	5%	2%	?	1%	0%
CCC(=O)N1c2ccc(S(=O)(=O)CCC(=O)NCc3ccc4c(c3)OCO4)cc2CC1C (stereo unspecified)	9%	-1%	-15%	-2%	0%	6%	-1%	-2%
O=C(Nc1ccc(S(=O)(=O)Nc2ncccn2)cc1)c1cccc(S(=O)(=O)N2CCOCC2)c1	6%	0%	2%	-2%	-4%	2%	5%	-1%
NC(=O)Cn1nc([N+](=O)[O-])nc1Oc1ccc(Br)cc1	9%	18%	2%	-6%	2%	0%	4%	-3%
CCOC(=O)C1=C(C)N(c2ccc(OCC)cc2)C(=O)/C1=C\c1ccco1	14%	-26%	0%	·	?	14µM*	-7%	-1%
CC(=O)Nc1ccc(NC(=O)c2cnn(-c3ccccc3)c2C2CCN(C(=O)OC(C)(C)C)CC2)cc1	·	·	10%	·	-7%	?	·	0%
CC12CN3CCN(CC(C3)/C1=N/N=C/c1cccc([N+](=O)[O-])c1)C2	4%	-4%	-5%	-3%	10%	-13%	-3%	0%
CC(Nc1n[nH]c(=O)[nH]c1=O)C(=O)N/N=C/c1ccccc1 (stereo unspecified)	13%	-9%	8%	4%	-10%	-1%	-2%	0%
COC(=O)[C@@]1(Cc2ccc(OC)cc2)[C@H]2c3cc(C(=O)N4CCCC4)n(Cc4ccc(Cl)c(C(F)(F)F)c4)c3C[C@H]2CN1C(=O)c1ccccc1	4%	-25%	0%	·	0%	-8%	?	-5%
O=C(CCC(=O)OCc1ccc(Cl)cc1)Nc1ccccc1	-2%	18%	-4%	-10%	?	8%	2%	0%
Cc1cc(N2CCCC2=O)ccc1S(=O)(=O)NCCOc1ccccc1	13%	-6%	-4%	0%	-3%	-9%	-16%	-4%
COc1ccc(Cl)cc1NC(=O)CSc1nccn1Cc1ccco1	·	·	-5%	·	-12%	-8%	·	-3%
Cc1ccccc1NS(=O)(=O)c1ccc2[nH]cc(C(=O)N3CCCC3)c(=O)c2c1	·	·	0%	·	-1%	1%	·	2%
CCO[C@@H]1OC(C(N)=O)=C[C@H](c2ccc3c(c2)OCO3)[C@H]1CCCO	-15%	-16%	-8%	13%	6%	-8%	1%	-1%
CC(C)(C)C(=O)OCC1OC(n2cnc(C(N)=O)n2)C(O)C1O (stereo unspecified)	3%	-4%	-10%	-3%	-2%	-4%	3%	-2%

# Compound profiles, from the list above. Order of values: RGS12 GoLoco inh, RECQ1 inh, TRb SRC2 PPI, L3MBTL1 block, Tau fibril FP, Tau fibril ThT, KDM4E inh, TR SRC2 fluor cs
# Shown for `CCC(=O)N1c2ccc(S(=O)(=O)CCC(=O)NCc3ccc4c(c3)OCO4)cc2CC1C` (stereo unspecified) → 9%, -1%, -15%, -2%, 0%, 6%, -1%, -2%
# Shown for `Cc1ccccc1NS(=O)(=O)c1ccc2[nH]cc(C(=O)N3CCCC3)c(=O)c2c1` → ·, ·, 0%, ·, -1%, 1%, ·, 2%
# Shown for `CC(Nc1n[nH]c(=O)[nH]c1=O)C(=O)N/N=C/c1ccccc1` (stereo unspecified) → 13%, -9%, 8%, 4%, -10%, -1%, -2%, 0%
# Shown for `CC12CN3CCN(CC(C3)/C1=N/N=C/c1cccc([N+](=O)[O-])c1)C2` → 4%, -4%, -5%, -3%, 10%, -13%, -3%, 0%

# 3 compounds already listed, arranged by formula weight, ascending.
mol	RGS12 GoLoco inh	RECQ1 inh	TRb SRC2 PPI	L3MBTL1 block	Tau fibril FP	Tau fibril ThT	KDM4E inh	TR SRC2 fluor cs
CC(C)(C)C(=O)OCC1OC(n2cnc(C(N)=O)n2)C(O)C1O (stereo unspecified)	3%	-4%	-10%	-3%	-2%	-4%	3%	-2%
CCOC(=O)C1=C(C)N(c2ccc(OCC)cc2)C(=O)/C1=C\c1ccco1	14%	-26%	0%	·	?	14µM*	-7%	-1%
Cc1ccccc1NS(=O)(=O)c1ccc2[nH]cc(C(=O)N3CCCC3)c(=O)c2c1	·	·	0%	·	-1%	1%	·	2%

# Gathered by group, those above with a tert-butyl group (3)
mol	RGS12 GoLoco inh	RECQ1 inh	TRb SRC2 PPI	L3MBTL1 block	Tau fibril FP	Tau fibril ThT	KDM4E inh	TR SRC2 fluor cs
CC1CCCCN1c1nc(-c2ccc(C(C)(C)C)cc2)nc2ccccc12 (stereo unspecified)	·	·	6%	·	-8%	-11%	·	5%
CC(=O)Nc1ccc(NC(=O)c2cnn(-c3ccccc3)c2C2CCN(C(=O)OC(C)(C)C)CC2)cc1	·	·	10%	·	-7%	?	·	0%
CC(C)(C)C(=O)OCC1OC(n2cnc(C(N)=O)n2)C(O)C1O (stereo unspecified)	3%	-4%	-10%	-3%	-2%	-4%	3%	-2%

# (cont.)
mol	RGS12 GoLoco inh	RECQ1 inh	TRb SRC2 PPI	L3MBTL1 block	Tau fibril FP	Tau fibril ThT	KDM4E inh	TR SRC2 fluor cs
CN(C(=O)c1cc2nc(-c3ccco3)cc(C(F)(F)F)n2n1)C1CCCCC1	·	i	2%	23%	?	2%	7%	-5%
CCNC(=O)NC(=O)C(C)OC(=O)CNS(=O)(=O)c1c(Cl)cc(Br)cc1Cl (stereo unspecified)	3%	-1%	-7%	7%	-10%	-2%	4%	0%
CCCN1C(=O)/C(=C/c2c(N3CCNC(=O)C3CC(=O)OC)nc3c(C)cccn3c2=O)SC1=S (stereo unspecified)	192%[activator]	-12%	3%	3%	-2%	5.6µM*	-2%	-3%
O=C(O)CCc1ccc(-c2cccs2)n1CCC(=O)O	-2%	-9%	-12%	4µM*	-11%	?	?	3%
O=C(CCCC(=O)OCC(Cl)=C(Cl)Cl)Nc1ccccc1	2%	0%	18%	1%	6%	2%	-11%	-1%
CNC(=O)COC(=O)/C=C/c1cccs1	7%	1%	-4%	17%	-5%	-3%	-1%	-1%
CCOC(=O)C(CCc1ccccc1)NC1CCc2ccccc2N(CC(=O)O)C1=O (stereo unspecified)	4%	10%&-8%	1%&-4%	·	5%	-14%	?	-3%&-2%
NC(=O)CN1CCN(c2ccccc2F)CC1	12%	-3%	-1%	·	4%	5%	-2%	-1%
COc1ccc(OCc2ccc(C(=O)N3CCOCC3)cc2)cc1	-9%	-5%	4%	-3%	4%	7%	-7%	2%
O=C(Cc1noc2ccccc12)Nc1ccccn1	8%	1%	0%	-2%	3%	-7%	-4%	-4%
Cc1cc(C)n(CCN(C)C(=O)c2cc(COc3c(F)cccc3F)on2)n1	-4%	i	-3%	1%	-4%	-6%	-11%	5%
Cc1cccc(N2C(=O)SC(N(CC(=O)O)c3cccc(C)c3)C2=O)c1 (stereo unspecified)	-8%	-14%	-6%	0%	-2%	-13%	2%	-2%
CC(Sc1ccccc1)C(=O)NN=C1CCCCCC1 (stereo unspecified)	3%	-12%	-7%	·	-2%	-6%	77%[activator]	0%
Cc1ccc(CNC(=O)c2ccc3c(=O)n(CCCN4CCCC4=O)c(=S)[nH]c3c2)cc1	12%	-2%	7%	·	-11%	-17%	2%	1%

# Bioassay records: PubChem BioAssay, National Center for Advancing Translational Sciences (NCATS)
